Assay outcomes deposited in PubChem BioAssay by Small Molecule Screening Facility, UW Madison.
PriA SSB inh: inhibitors of Klebsiella pneumoniae PriA binding to SSB C-terminal tail, primary screen, biochemical, AlphaScreen; PriA–SSB C-terminal tail interaction (Klebsiella pneumoniae); AID 1272365, 2023; actives 0.6% (n = 430,000); inhibition, % at 33 µM; AlphaScreen SSBct-PriA binding, biotinylated peptide; in the data active means inhibition mostly above about 37%, no sharp cut-off; inactive means mostly below about 20%;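 further: plate controls were negative control peptide for no effect and reference peptide for full effect; strong numbers were not always called active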
* = called active by the depositor; & = joins results of further samples.

SMILES	PriA SSB inh
COc1cc(NS(=O)(=O)c2ccc3ccccc3c2)ccc1N1CCCCC1=O	-15&-4
Nc1nc(SCC(=O)N2CCN(c3ccccc3F)CC2)ncc1S(=O)(=O)c1cccs1	-10&4
COc1cccc(C(=O)Nc2c(C)nc3c(C)cccn3c2=O)c1	-5
COc1ccc(C=NNC(=O)c2ccccc2Br)cc1COc1ccc(F)cc1	-6
Cc1ccccc1NC(=O)CSc1ncc(S(=O)(=O)c2ccc(Br)s2)c(N)n1	-3
O=C(NCCS(=O)(=O)N1CCc2ccccc2C1)c1cc(=O)c2ccccc2o1	-1
COc1ncc(NC(=O)Nc2ccc(C)c(Cl)c2)c(N(C)C)n1	10
CC(=NNC(=O)c1cccc([N+](=O)[O-])c1)c1cccnc1	8
CCOC(=O)C1=C(C)NC(C)=C(C(=O)OCC)C1c1ccc(-c2nc3ccccc3s2)o1	-15&-10
CCc1ccc(S(=O)(=O)NCC2CCN(c3ccncc3)CC2)s1	2
O=C(Cc1ccc(F)cc1)Nc1nnc(-c2ccc(Br)s2)o1	-3
COc1ccc(CCNc2nccn(-c3ccc(C)c(F)c3)c2=O)cc1OC	12
CSc1ccccc1C(=O)NCc1nn(C2CCCC2)c(=O)c2ccccc12	25
CCOC(=O)c1oc2ccccc2c1NC(=S)NC(=O)c1ccccc1	-1
Cc1ccn2c(C=NOCc3cccc(F)c3)c(-c3ccc(Cl)cc3)nc2c1	-8
O=C(NCC[C@H](O)C1CC1)c1cccs1	-10
Cn1cnc(S(=O)(=O)Nc2ccc3c(c2)N(C(=O)C2CC2)CC3)c1	-13
Cc1cc2ncc3c(n2n1)CCN(C(=O)c1ccc(F)cc1Cl)C3	-9
CCc1cc(CC)c(/C=N\O)c(CC)c1/C=N\O	4
O=C(NCCOc1ccc(-c2cccs2)nn1)NCc1ccccc1	-14
CCOC(=O)c1ccc(C=NO)[n+](Cc2ccccc2)c1	-10
COc1cccc(NC(=O)c2oc3ccccc3c2NC(=O)/C=C\c2cc(OC)c(OC)c(OC)c2)c1	6
COc1nn(C)cc1C(=O)NCCn1ccc(C(F)(F)F)n1	-27
CC(C)(C)c1ccc(NC(=O)N2CCS[C@H](c3ccccc3)CC2)cc1	5
O=C(Nc1ccc2c(c1)N(C(=O)c1ccco1)CCC2)c1cc2ccccc2oc1=O	1
(more compounds)
SMILES	PriA SSB inh
CCc1ccc(OCC(=O)NN=C(C)c2ccc(OC(F)F)cc2)cc1	-10
COCC(=O)N1CCCc2ccc(NS(=O)(=O)c3cc(F)ccc3F)cc21	1
O=C(NCc1cccs1)NCc1cnn2ccccc12	-11
COc1ccc(-c2cn(CC(=O)N3CCCc4ccccc43)nc2N2CCOCC2)cc1	-2
O=C(Nc1cc(F)ccc1F)[C@@H]1COCC(=O)N1Cc1ccccc1	-7
N#Cc1ccc(COCC2CCN(CC(=O)Nc3ccc(F)c(Cl)c3)CC2)cc1	-17
COCCN1CCCc2ccc(NS(=O)(=O)c3ccc4c(c3)OCCO4)cc21	22
CSc1ccc(CC(=O)OC2CN(c3nc4ccccc4s3)C2)cc1	-5
Cc1cc(Nc2ccc(Br)cc2)c2c([N+](=O)[O-])ccc(C)c2n1	55
CCN1CCC[C@@H]1CNC(=O)c1n[nH]nc1-c1ccccc1	-15
O=C(NCCC1CCCCN1S(=O)(=O)c1cccs1)C(=O)NC1CCCCCC1 (stereo not given)	-6
COc1ccc(S(=O)(=O)N2CCn3cccc3C2c2ccc(Cl)cc2Cl)cc1 (stereo not given)	5
O=C(c1cccs1)N1CCCc2ccc(NS(=O)(=O)c3cccc(F)c3)cc21	10
CC(C)Sc1ccc(CC(=O)N(CC(F)(F)F)C2CCOCC2)cc1	-20
CCOc1ccccc1[C@@H]1CC(c2ccc(NS(C)(=O)=O)cc2)=NN1S(=O)(=O)c1ccccc1	-1
NCCC(O)c1ccoc1 (stereo not given)	-8
NC(=NOC(=O)N1c2ccccc2Sc2ccccc21)c1ccccc1	18
O=C(NN=C/C=C/c1ccccc1)c1cccc(Br)c1	0
Cc1noc(C)c1CCC(=O)N1CC(c2nc(-c3cccc(C(F)(F)F)c3)no2)C1	-14
C[C@@H](Cc1ccoc1)NC(=O)C1c2ccccc2Oc2ccccc21	-13
O=C(NCCN1CCC(O)CC1)C(=O)Nc1ccc2c(c1)OCO2	-10
COc1ccc(C(CNC(=O)C(=O)NC(C)c2ccccc2)N2CCN(C)CC2)cc1 (stereo not given)	-7
COc1cc(C(C)=O)ccc1OCC(=O)NCCOc1ccc(F)cc1	-4
CC(Cn1cnc([N+](=O)[O-])n1)=NNC(=O)c1ccncc1	-3
O=C(Cn1nc2c3sccc3ncn2c1=O)Nc1ccc(Br)cc1	-4
(more compounds)
SMILES	PriA SSB inh
O=C(Nc1nnc(SCc2cc(=O)c(OC(=O)c3ccccc3F)co2)s1)c1cccs1	-6
Cc1ccc(/C=N/NC(=O)CNC(=O)C23CC4CC(CC(C4)C2)C3)o1	9
CC(C)(C)OC(=O)N1CCN(CCNS(=O)(=O)Cc2cccc(F)c2)CC1	-19
Cc1cc(NC(=O)CSc2ccc(NC(=O)c3ccccc3)nn2)no1	-8
Cc1c(Cl)ccc2sc(NC(=O)c3cc4ccccc4oc3=O)nc12	2
CCCN1CCCc2cc(CCNC(=O)c3ccco3)ccc21	56*
COc1ccc(OC)c(NC(=O)CSc2nnc3n2CCN3c2ccc(F)cc2)c1	6
Cc1cc(CNC(=O)CCc2ccccc2Br)c(C)o1	-9
CCCOc1ccc(C=NNC(=O)CCc2n[nH]c(=O)[nH]c2=O)cc1OC	4
O=C(/C=C/c1ccccc1)CC(c1ccccc1)N1CCOCC1 (stereo not given)	-1
O=c1oc2cc(Cl)ccc2n1CN1CCOCC1	-4
COC(CNS(=O)(=O)c1cccnc1)c1ccccc1C (stereo not given)	-10
NNC(=O)c1ccccc1CO	-12
CC(C)COc1ccc(S(=O)(=O)Nc2ccc3c(c2)C(=O)N(C)CCO3)cc1	-11
CCCOc1ccc2ccccc2c1C=Nn1c(C)nnc1-n1nc(C)cc1C	7
CC1CCc2nc(NC(=O)C3CCN(S(=O)(=O)c4ccc(F)cc4)CC3)sc2C1 (stereo not given)	3
Cc1cc(=O)[nH]c(NN=Cc2c(F)c(F)c(F)c(F)c2F)n1	2
O=C(/C=C/c1ccc(Cl)cc1)c1ccc(NC(=O)c2cccnc2)cc1	-6
O=C(Nc1ccccc1-c1ccccc1)c1coc(NC(=O)C2CCC2)n1	2
O=C(c1ccc(Br)o1)N1CCN=C1SCc1cccc([N+](=O)[O-])c1	-9
O=C(Nc1cccc([N+](=O)[O-])c1)C(=O)Nc1ccc2c(c1)OCO2	2
NC(=O)N/N=C\c1sc(=O)n(Cc2cccc(C(=O)O)c2)c1Cl	2
O=C(CSc1nnnn1-c1ccccc1)c1ccc(Cl)c(Cl)c1	7
CC12CCC(C(=O)Nc3ccccc3[N+](=O)[O-])(OC1=O)C2(C)C (stereo not given)	7
O=C(Nc1ccc(S(=O)(=O)N2CCCC2)cc1)C1CC1	-15&-6

Of the compounds above, these have an aryl thioether with sulfur outside any ring:
SMILES	PriA SSB inh
Nc1nc(SCC(=O)N2CCN(c3ccccc3F)CC2)ncc1S(=O)(=O)c1cccs1	-10&4
Cc1ccccc1NC(=O)CSc1ncc(S(=O)(=O)c2ccc(Br)s2)c(N)n1	-3
CSc1ccccc1C(=O)NCc1nn(C2CCCC2)c(=O)c2ccccc12	25
CSc1ccc(CC(=O)OC2CN(c3nc4ccccc4s3)C2)cc1	-5
CC(C)Sc1ccc(CC(=O)N(CC(F)(F)F)C2CCOCC2)cc1	-20
O=C(Nc1nnc(SCc2cc(=O)c(OC(=O)c3ccccc3F)co2)s1)c1cccs1	-6
Cc1cc(NC(=O)CSc2ccc(NC(=O)c3ccccc3)nn2)no1	-8
COc1ccc(OC)c(NC(=O)CSc2nnc3n2CCN3c2ccc(F)cc2)c1	6
O=C(CSc1nnnn1-c1ccccc1)c1ccc(Cl)c(Cl)c1	7

Structural class: those above containing a nitro group on carbon.
SMILES	PriA SSB inh
CC(=NNC(=O)c1cccc([N+](=O)[O-])c1)c1cccnc1	8
Cc1cc(Nc2ccc(Br)cc2)c2c([N+](=O)[O-])ccc(C)c2n1	55
CC(Cn1cnc([N+](=O)[O-])n1)=NNC(=O)c1ccncc1	-3
O=C(c1ccc(Br)o1)N1CCN=C1SCc1cccc([N+](=O)[O-])c1	-9
O=C(Nc1cccc([N+](=O)[O-])c1)C(=O)Nc1ccc2c(c1)OCO2	2
CC12CCC(C(=O)Nc3ccccc3[N+](=O)[O-])(OC1=O)C2(C)C (stereo not given)	7

Going on with the list:
SMILES	PriA SSB inh
Clc1ccc(OCC2=NNC(COc3ccc(Cl)cc3Cl)=NN2)c(Cl)c1	-12&-3
C=CCn1c(SCC(=O)Nc2ccc(OC)cc2)nc2cc3ccccc3cc2c1=O	-18&-11
C[C@@H](CCc1ccccc1)NC(=O)CCc1csc2nc(C3CC3)cn12	5
CCOCC(=O)N1Cc2cnc(N3CCOCC3)nc2C1	-10
O=C(CC=NOCc1ccc([N+](=O)[O-])cc1)Nc1ccc(Cl)cc1	0
Cc1cccc(CN2c3ccccc3C(=O)/C(=C\NCc3ccc4c(c3)OCO4)S2(=O)=O)c1	-5
O=C(NCc1ccnc(-c2cccs2)c1)c1cc(=O)c2ccccc2o1	-1
S=C(NNc1ccccc1)Nc1ccccc1	16
O=C(NN=Cc1ccc(Sc2ccccn2)o1)c1cc2ccccc2cc1O	-8
COc1cccc([C@@H]2CC(c3cccs3)=NN2C(=O)CSc2nnc(CNC(=O)c3cccs3)n2Cc2ccccc2)c1OC	-13
O=C(CCOc1ccccc1)N(Cc1ccccn1)c1nc2c(F)cccc2s1	-10
COc1ccc(-c2cc(-c3ccc(Cl)cc3)nc(SCC(=O)NC[C@H]3CCCO3)c2C#N)cc1	-10
O=C(C(=C(O)c1ccccc1)c1cc(NS(=O)(=O)c2ccc(Cl)cc2)ccc1O)c1ccccc1	14
CCCOc1ccc(C=NNC(=O)C(=O)Nc2ccccn2)cc1	-7
CCOc1ccc(-c2ccc(N3CCN(C(=O)c4ccc(Cl)nc4)CC3)nn2)cc1	-3
CN(C)C[C@H]1CSCCCN1C(=O)C(C)(C)C	-18
O=C(Cc1ccc(F)cc1)N1CCN(c2ccc(-c3ccccc3)nn2)CC1	2
COc1ccc2c(c1)c(C(=O)NN=Cc1cccc(O)c1)c(C)n2C	-2
Cc1ccc(-c2cc3c(=O)[nH]ccn3n2)cc1C	-6
Cc1noc(C)c1C(=O)NCC1CCCN1c1nc2ccccc2o1 (stereo not given)	-6
CCN(CC)CCN(C(=O)c1ccc(C)cc1)c1nc2ccc(C)cc2s1	18
O=C(c1cc(-c2cccs2)on1)N1CCc2nc3ccccn3c(=O)c2C1	-5
COc1ccc(C(=O)NNc2nc3c(Cl)cccc3s2)cc1OC	10
CC12CCC(C(=O)Nc3ccc(F)cc3)(c3nc4ccccc4nc31)C2(C)C (stereo not given)	-2
CCSc1ccccc1C(=O)Nc1sc2c(c1C(N)=O)CC[C@H](C)C2	-5
The list continues:
SMILES	PriA SSB inh
COc1ccccc1OCCCn1c(CNC(=O)c2ccco2)nc2ccccc21	-6
O=C(NCCc1ccsc1)C1CC=CCC1 (stereo not given)	2
O=S(=O)(NCC(O)Cc1ccccc1)c1ccc(Br)cc1 (stereo not given)	0
Cc1ccc2c(c1)N(C(=O)CSc1nnc(Cn3nccc3C)o1)CCO2	1
CC(C)C(=O)ON=C1CCS(=O)(=O)c2sccc21	5
O=C(NCc1ccccc1-c1ccsc1)c1c(F)cccc1F	-8
CSc1ccc(C(O)CNC(=O)c2ccccc2C(F)(F)F)cc1 (stereo not given)	-11
CC(=NNC(=O)c1cc(-c2cccc([N+](=O)[O-])c2)n[nH]1)c1ccc(F)cc1	-2
CC(C)Sc1ccc(C(=O)N(CCn2cccn2)c2nc3c(F)cccc3s2)cc1	-3
CC(=NNC(=O)c1ccco1)c1ccc(NC(=O)c2ccc(Br)o2)cc1	-4
O=C(Nc1nc(-c2ccco2)cs1)c1ccc(N2CCOCC2)nn1	-8
CCOc1ccc(-n2c(SCc3ccc(C(=O)OC)o3)nc3c([nH]c4ccccc43)c2=O)cc1	0
O=C1C(=O)N(CCCn2ccnc2)C(c2ccc(Br)cc2)C1=C(O)c1ccc2c(c1)OCCO2 (stereo not given)	22
O=C(CNc1ccc2ccccc2c1)NN=Cc1ccc(C(=O)O)cc1	14
CC(=O)c1ccc(N2CCN(C(=O)C3CN(c4nc5ccc(F)cc5s4)C3)CC2)cc1	4
NN=C(c1ccccc1)c1cc(Cl)ccc1N	7
Cc1cc(-c2ccccc2)c2c(n1)sc1c(=O)[nH]cnc12	-14
Cc1cc(C(F)(F)F)nc(CCNC(=O)Nc2cccs2)n1	-4
CC(=O)Nc1ccc(N=Cc2ccccc2OC(=O)c2cccnc2)cc1	10
CC(=O)c1c(N2CCCCC2)nc2ccc(Cl)cc2c1-c1ccccc1	-8
Cc1nc(NC(=O)C2CCCN(c3ccc(=O)n(C)n3)C2)sc1C(=O)N(C)C (stereo not given)	-5
CCC(=O)Nc1ccc(S(=O)(=O)NCC2CCN(Cc3ccccc3)CC2)c(C)c1	-16&-7
O=C(NN=Cc1ccc2ncccc2c1)c1ccco1	-11
O=C(N1CC(Oc2nc3c(Cl)cccc3s2)C1)C1(c2ccccc2)CCOCC1	9
O=C(NCCOc1ccc(F)cc1)c1csc(-c2cc3ccccc3[nH]2)n1	5
Next part:
SMILES	PriA SSB inh
Cc1cc(C)n(CC(=O)NCCC2=CCCCC2)c(=O)c1-c1nc(-c2ccc(Cl)cc2)no1	3
Cc1ccc(N(C(=O)c2ccc(Br)o2)C(=O)N2CCCCC2)cc1	15
O=C(Nc1c[nH]c2ccccc12)N1CCC(Cc2ccccc2)CC1	18
CCOc1ccc(NC(=O)c2ccc(=O)n(Cc3ccc(F)cc3)n2)cc1	-8
Cc1ccccc1OCC(=O)NNC(=O)c1ccc(=O)n(Cc2ccc(Cl)cc2)c1	-3
NC(=O)c1cc2c(-c3ccccc3)nn(-c3ccccc3)c2s1	-8
COC1CCN(c2ccc(C(=O)Nc3ccc(F)c(Cl)c3)cc2)C1 (stereo not given)	-8
O=C(NCCc1nc(C2CC2)cc(C(F)(F)F)n1)c1nc2ccccc2s1	-23
CC(C)C(=O)Nc1ccc(SCC(=O)NCc2ccc3c(c2)OCO3)nn1	-1
COc1ccccc1OCC(=O)N1CCN(Cc2nc(C)cs2)CC1	-7

An excerpt, so the mix of outcomes need not match the whole.
